RGS4 act – potentiators or activators of RGS4 | HEK293 M3R/inducible RGS4, carbachol calcium flux Fluo4; hits give low values | B-score at 10 µM | 0.92% of 310,000 active;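 active = B-score of the integrated calcium signal more than 4 SD below the library mean, with starting fluorescence not abnormally high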;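 also: negative B-score means reduced calcium response which marks RGS4 activation or potentiation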
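System: HEK293 FlpIn-TREx cells, stable M3R, doxycycline-inducible RGS4. Timing: overnight RGS4 induction, 30 min dye load 37 °C, 20 min compound RT. Also added: carbachol, ECmax concentration. Measured by: Fluo4 fluorescence kinetic imaging of calcium. Evaluation: integrated calcium ratio converted to B score.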
hERG rescue – hERG (human) protection from proarrhythmic block. Q12809. CHO-hERG, FluxOR thallium flux, dofetilide IC70 present. activation (rescue from dofetilide block), less the hit threshold, % at 10 µM. 0.51% of 310,000 active;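 active = activation above the mean of controls blocked by dofetilide plus 5 SD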;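 also: thallium influx through hERG after potassium depolarization seen as dye fluorescence rise; in these data hits start at about 4.7%; inactives centre near -7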
SKKanGAS inh – inhibitors of SKKanGAS S. pyogenes growth in kanamycin (SK-promoter or general growth effect) | BacTiter-Glo, 6 h | inhibition, % at 7.5 µM | 1.3% of 300,000 active;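 active = mean replicate score, as percent of positive control median, at least 50; inconclusive = mean below 50 but one replicate at or above 50; inactive = mean and every replicate below 50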;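 also: strain carries kanamycin resistance gene driven by streptokinase promoter and grows in 40 µg/ml kanamycin; loss of luminescence reflects streptokinase promoter inhibition or plain growth inhibition; 0% = median of DMSO wells and 100% = positive control at its reference dose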
HDAC3 inhib – inhibitors of human histone deacetylase 3; inhibition, % at 8.3 µM; 0.15% of 320,000 active; recombinant HDAC3, fluorogenic peptide/trypsin coupled, fluorescence; AID 2718; in the data active = inhibition above about 26%, passing the limit was not always enough; inconclusive = no clear call, values can overlap the other calls
KCNK9 block – inhibitors of human KCNK9 two-pore domain potassium channel; Q9NPC2; HEK293 KCNK9, FluxOR thallium flux fluorescence; hits give low values; B-score at 10 µM; 1.2% of 310,000 active; AID 488922;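 active = ratio B-score over 3 SD below the library mean, with starting fluorescence within 5 SD of its mean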;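 also: negative B-score means less thallium flux so channel inhibition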
Target sequence (Q9NPC2 whole entry, looked up, the tested form may be a part): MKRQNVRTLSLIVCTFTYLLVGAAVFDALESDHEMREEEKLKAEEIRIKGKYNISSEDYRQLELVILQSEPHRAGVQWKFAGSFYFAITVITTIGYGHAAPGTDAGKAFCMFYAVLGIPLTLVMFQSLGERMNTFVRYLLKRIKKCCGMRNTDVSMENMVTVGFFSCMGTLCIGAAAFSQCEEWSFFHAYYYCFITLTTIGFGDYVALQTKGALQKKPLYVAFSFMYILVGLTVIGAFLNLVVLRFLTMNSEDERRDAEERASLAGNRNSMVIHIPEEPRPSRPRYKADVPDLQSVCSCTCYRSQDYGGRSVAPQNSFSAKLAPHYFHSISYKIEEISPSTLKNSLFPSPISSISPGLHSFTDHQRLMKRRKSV
RGS4 inh – inhibitors of human RGS4; P49798; HEK293 M3R/RGS4 inducible, Fluo-4 calcium flux; hits give high values; triggered by carbachol at its EC20; B-score at 10 µM; 0.45% of 310,000 active; AID 463165;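 active = B-score, a plate-corrected calcium signal, over three deviations above library mean, with baseline fluorescence within five deviations of library mean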;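 also: RGS4 expression induced by doxycycline in cells with stable M3 receptor; B-score is computed from the integrated fluorescence ratio over baseline after carbachol; higher B-score means a larger calcium signal and so more RGS4 inhibition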
Target sequence (P49798 whole entry, looked up): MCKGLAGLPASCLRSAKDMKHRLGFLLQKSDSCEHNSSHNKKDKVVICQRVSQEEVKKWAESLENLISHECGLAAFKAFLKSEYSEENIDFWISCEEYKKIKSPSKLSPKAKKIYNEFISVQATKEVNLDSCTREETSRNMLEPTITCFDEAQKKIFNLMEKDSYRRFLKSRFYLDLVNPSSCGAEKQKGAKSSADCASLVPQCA
KCNQ1 inh – human KCNQ1 channel inhibition | 1.3% of 310,000 active | AID 2642 | CHO-K1 KCNQ1, FluxOR thallium flux fluorescence; hits give high values | B-score at 10 µM;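 active = compounds whose thallium flux B-score, printed positive for inhibition, exceeds three library SD while starting fluorescence stays within three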;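 also: channel opened by potassium depolarization with thallium stimulus after 20 min compound exposure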
KCNQ1 pot – potentiates or activates the human KCNQ1 potassium channel. P51787. CHO-K1 KCNQ1, thallium flux FluxOR fluorescence; hits give high values. B-score at 10 µM. 0.35% of 310,000 active. AID 2648;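 active = fluorescence ratio B-score, a plate-corrected score, at least three library SD, with initial intensity B-score within 5 SD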
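Test system: CHO-K1 cells stably expressing KCNQ1 / Medium: assay buffer / Also added: depolarizing K+/Tl+ stimulus, K2SO4 and Tl2SO4 each 12.5 mM in 5x stock / Incubation: 90 min dye loading and 20 min compound exposure, both at room temperature / Signal: thallium influx via FluxOR fluorescence, kinetic imaging / Evaluation: B score of baseline-normalized fluorescence ratio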
KCNK3 inh – human KCNK3 channel inhibition, primary screen; O14649; CHO-KCNK3 thallium flux, FluxOR fluorescence; hits give low values; B-score at 10 µM; 0.84% of 340,000 active; AID 602410;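 active = B-score under library mean minus 4 SD, starting fluorescence ratio at most library mean plus 5 SD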;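 also: more negative B-score means stronger inhibition of thallium flux through KCNK3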
Target sequence (O14649 whole entry, looked up): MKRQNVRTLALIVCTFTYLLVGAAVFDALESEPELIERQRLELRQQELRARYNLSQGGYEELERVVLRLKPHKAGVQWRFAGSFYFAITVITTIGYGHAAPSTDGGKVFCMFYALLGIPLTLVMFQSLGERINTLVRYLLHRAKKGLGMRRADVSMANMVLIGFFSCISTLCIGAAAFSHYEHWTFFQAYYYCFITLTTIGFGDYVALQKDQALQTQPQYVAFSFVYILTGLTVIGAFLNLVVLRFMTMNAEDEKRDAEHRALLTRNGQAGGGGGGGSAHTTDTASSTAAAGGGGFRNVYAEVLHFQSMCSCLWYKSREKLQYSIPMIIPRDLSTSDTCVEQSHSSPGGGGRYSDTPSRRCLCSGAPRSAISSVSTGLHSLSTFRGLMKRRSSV
TMEM16A act – mouse TMEM16A channel activation, primary screen | Q8BHY3 | HEK293 TMEM16A/YFP-H148Q/I152L, iodide quench fluorescence; hits give low values | B-score at 10 µM | 0.3% of 340,000 active;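 active = fluorescence-ratio B-score plate-corrected deviation score at least 3 library SD below zero, with starting fluorescence score within 5 deviations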;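 also: channel opened by trigger with iodide after compound preincubation; score built on the fluorescence ratio of max minus min over baseline; more negative score means more quench and so TMEM16A activation or potentiation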
TMEM16A inh – blocks the mouse calcium-activated chloride channel TMEM16A; HEK293 TMEM16A/YFP iodide influx fluorescence, ionomycin; normalized B-score (activity score, 25-100; higher = stronger inhibition) at 10 µM; 1.2% of 310,000 active; AID 588511;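 active = ratio plate-corrected score three or more library SD toward inhibition, starting fluorescence score within five deviations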;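 also: score derived from kinetic fluorescence span divided by baseline fluorescence per well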
* = called active by the depositor; i = inactive; ? = inconclusive; / = no result given. Hits appear at their usual frequency; about 6.3% have a hit in one of these screens.

entry	SMILES	KCNK9 block	hERG rescue	KCNQ1 inh	KCNQ1 pot	SKKanGAS inh	KCNK3 inh	RGS4 act	TMEM16A act	TMEM16A inh	RGS4 inh	HDAC3 inhib
1	COc1ccc(C2C(C(=O)O)CCC(=O)N2c2ccc(C)cc2)cc1OC (stereo not drawn)	i	-3	i	i	-8	i	i	i	i	i	-9
2	O=C(CCC1CCCN(C(=O)Cn2cnnn2)C1)NCc1ccccc1F (stereo not drawn)	i	-10	i	i	-3	i	i	i	i	i	-11
3	COC(=O)COc1ccc2c(-c3ccc(OC)cc3)cc(=O)oc2c1	i	-1	i	i	10	i	i	i	i	i	-1
4	O=[N+]([O-])c1cc2c(cc1/C=N/Nc1nc(Nc3ccccc3)nc(N3CCCCC3)n1)OCO2	i	-18	i	i	20	i	i	i	i	i	-1
5	COc1ccccc1OCC(=O)Nc1ccc(O)cc1C(=O)O	i	-4	i	i	2	i	i	i	i	i	-12
6	COc1ccc(CC(=O)Nc2ccccc2-c2ccccc2)cc1OC	i	-12	i	i	0	i	i	i	i	i	-8
7	O=C(NCC(c1ccco1)N1CCN(c2ccc(F)cc2)CC1)c1ccco1 (stereo not drawn)	i	-11	i	i	1	i	i	i	i	i	-2
8	CC12CC3(C)CC(C)(C1)CC(C(=O)Nc1nn[nH]n1)(C2)C3	i	-2	i	i	1	i	i	i	i	i	0
9	CC(C)NC(=S)N(C)C1(c2ccccc2Cl)CCCCC1=O (stereo not drawn)	i	-8	i	i	2	i	i	i	i	i	3
10	COCC(=O)N1CCC(Oc2ccc(C(=O)N3CCCCC3COC)cc2)CC1 (stereo not drawn)	i	-5	i	i	2	i	i	i	i	i	0
11	CCCn1c(SCC(=O)NC2CCCC(C)C2C)n[nH]c1=O (stereo not drawn)	i	-3	i	i	9	i	i	i	i	i	0
12	CC1(C)CC(CC(=O)NNc2nc(-c3ccccc3)cs2)C(=O)O1 (stereo not drawn)	i	-7	i	i	-6	i	i	i	i	i	-1
13	COCCNC(=O)CSc1nc2sccc2c(=O)n1-c1ccccc1	i	-9	i	i	3	i	i	i	i	i	2
14	COc1ccc(C2NC(=O)CCC2[N+](=O)[O-])c(OC)c1 (stereo not drawn)	i	-3	i	i	5	i	i	i	i	i	-7
15	COc1ccc(Cc2noc(CN3CCCN(Cc4ccc(F)cc4)CC3)n2)cc1OC	i	-8	i	i	2	i	i	i	i	i	0
16	COc1ccccc1CNC(=O)C(=O)NCC1OCCN1S(=O)(=O)c1ccccc1 (stereo not drawn)	i	-4	i	i	9	i	i	i	i	i	-6
17	CCCNC(=O)C/C(C)=N/NC(=O)C(=O)Nc1ccccn1	i	-13	i	i	0	i	i	i	i	i	-2
18	COc1ccccc1NC(=O)COC(=O)c1ccc([N+](=O)[O-])s1	i	-11	i	i	5	i	i	i	i	i	4
19	Cc1nn2c(COc3ccc(NC(=O)c4ccccc4)cc3)nnc2c2ccccc12	i	-11	i	i	94*	i	i	i	i	i	-8
20	Cc1ccc(C(=O)OCC(=O)Nc2ccccc2Cl)c(O)c1	i	-7	i	i	-11	i	i	i	i	i	/
21	CCOc1ccc(/C=N/Nc2cc(N3CCOCC3)nc(C)n2)c(O)c1	i	-13	i	i	65*	i	i	i	i	i	0
22	Cc1ccc(C)c(N2CCN(C(=O)Cn3c(=O)oc4cc(S(=O)(=O)N5CCCC5)ccc43)CC2)c1	i	-13	i	i	3	i	i	i	i	i	-5
23	CC(=O)N1CCOc2ccc(S(=O)(=O)N(C)c3cccc(C)c3)cc21	i	-5	i	i	-6	i	i	i	i	i	-2
24	O=[N+]([O-])c1ccc(N2CCN(c3ccc(F)cc3)CC2)cn1	i	-4	i	i	-1	i	i	i	i	i	0
25	CCN(CC(=O)Nc1ccc2c(c1)OCCO2)C(=O)c1ccc(C)c(S(=O)(=O)N2CCOCC2)c1	i	-12	i	i	0	i	i	i	i	i	-4
26	C#CCOc1ccccc1CNc1ccccc1	i	-17	i	i	11	i	i	i	i	i	1
27	COCC(C)NC(=O)c1ccc2c(c1)S(=O)(=O)c1ccccc1C2=O (stereo not drawn)	i	-11	i	i	0	i	i	i	i	i	5
28	N/C(=N\N=C/c1ccc(F)cc1)N/N=C\c1ccc(F)cc1	i	-9	i	i	-15	i	i	i	i	i	8
29	COc1ccc(C2NC(C(=O)O)Cc3c2[nH]c2ccccc32)cc1CN1CCN(c2ccc(F)cc2)CC1 (stereo not drawn)	i	-9	i	i	-13	i	i	i	i	i	?
30	Cc1c(O)c(CN2CCCCC2)cc2c3c(c(=O)oc12)CCC3	i	-12	i	i	-5	i	i	i	i	i	-115

Exported field by field: 2 of the compounds above
[10] COCC(=O)N1CCC(Oc2ccc(C(=O)N3CCCCC3COC)cc2)CC1 (stereo not drawn)
- KCNK9 block: i
- hERG rescue: -5
- KCNQ1 inh: i
- KCNQ1 pot: i
- SKKanGAS inh: 2
- KCNK3 inh: i
- RGS4 act: i
- TMEM16A act: i
- TMEM16A inh: i
- RGS4 inh: i
- HDAC3 inhib: 0
[15] COc1ccc(Cc2noc(CN3CCCN(Cc4ccc(F)cc4)CC3)n2)cc1OC
- KCNK9 block: i
- hERG rescue: -8
- KCNQ1 inh: i
- KCNQ1 pot: i
- SKKanGAS inh: 2
- KCNK3 inh: i
- RGS4 act: i
- TMEM16A act: i
- TMEM16A inh: i
- RGS4 inh: i
- HDAC3 inhib: 0

Screen by screen, as entered above:
RGS4 act, compounds 13 to 17 → i, i, i, i, i

(further entries)
entry	SMILES	KCNK9 block	hERG rescue	KCNQ1 inh	KCNQ1 pot	SKKanGAS inh	KCNK3 inh	RGS4 act	TMEM16A act	TMEM16A inh	RGS4 inh	HDAC3 inhib
31	COc1cccc(/C=C/C(=O)NNC(=O)c2ccncc2)c1	i	-3	i	i	-10	i	i	i	i	i	-4
32	COc1ccc(NC(=O)c2nc[nH]c2C(=O)N(C)Cc2ccccc2)cc1	i	-5	i	i	-5	i	i	i	i	i	0
33	COc1ccc(OCCC(=O)Nc2ccc(S(N)(=O)=O)cc2)cc1	i	-7	i	i	-5	i	i	i	i	i	1
34	CN=C1S/C(=C\c2ccc(O)c(Br)c2)C(=O)N1C	i	-9	i	i	29	i	i	i	25*	i	1
35	CN(C(=O)COC(=O)C1CCN(S(=O)(=O)c2ccc3c(c2)OCCO3)CC1)C1CCS(=O)(=O)C1 (stereo not drawn)	i	-12	i	i	-5	i	i	i	i	i	0
36	COc1cccc(/C=C(\C#N)c2nc3ccccc3[nH]2)c1OCC(=O)O	i	-8	i	i	2	i	i	i	i	i	14
37	CC(=O)Nc1ccc(C(=O)NNC(=O)Cc2ccccc2)cc1	i	-10	i	i	-11	i	i	i	i	i	1
38	Cc1ccc(C(=O)N/C(=C\c2cccc([N+](=O)[O-])c2)C(=O)NCc2ccncc2)cc1	i	-11	i	i	-2	i	i	i	i	i	2
39	Cc1ccc(S(=O)(=O)n2nc(C)cc2N)cc1	i	-3	i	i	-25	i	i	i	i	i	-14
40	O=C(Cc1cccs1)N(Cc1ccco1)C1(C(=O)NC2CCCCC2)CCCCC1	i	-15	i	i	2	i	i	i	i	i	-1
41	Cc1cc([N+](=O)[O-])nn1CCCC(=O)Nc1cccc(Cl)c1Cl	i	-12	i	i	3	i	i	i	i	i	-8
42	O=C(O)COc1ccccc1/C=N/NC(=O)c1cccc(S(=O)(=O)N2CCOCC2)c1	i	5.4*	i	i	-6	i	i	i	i	i	4
43	O=S(=O)(Cc1ccccc1)Nc1ccccc1	i	-5	i	i	3	i	i	i	i	i	1
44	N[C@@H](Cc1ccccc1)c1nnc(SCc2ccccc2Cl)o1	i	-9	i	i	-5	i	i	i	i	i	3
45	O=C(NNC(=O)c1cccs1)c1ccc(S(=O)(=O)N2CCCCC2)cc1	i	-5	i	i	1	i	i	i	i	i	-3
46	O=C(OCc1nc2ccccc2c(=O)[nH]1)c1cccs1	i	-13	i	i	5	i	i	i	i	i	2
47	O=C(/C=C/c1ccc(Cl)cc1Cl)c1cccnc1	i	-9	i	i	8	i	i	i	i	i	7
48	Cc1cnc(NC(=O)c2ccccn2)s1	i	-4	i	i	42	i	i	i	i	i	/
49	CCc1cc2c3c(c1)C1(C(=O)N3C(C)(C)C=C2C)C(C#N)=C(N)Oc2[nH]c(=O)[nH]c(=O)c21 (stereo not drawn)	i	-6	i	i	6	i	i	i	i	i	2
50	Cc1ccc(NC(=O)c2cc(=O)[nH]c3ccc(S(=O)(=O)N4CCOCC4)cc23)nc1	i	-15	i	i	0	i	i	i	i	i	15
51	O=C(CCC1CCCCC1)NCCS(=O)(=O)N1CCN(c2ccccc2)CC1	i	-17	i	i	-4	i	i	i	i	i	5
52	CC1CCCN(CCCOc2ccc(Br)cc2Cl)C1 (stereo not drawn)	i	-19	i	i	-3	i	i	i	i	i	-1
53	Cc1nnc(C)n1N	i	-3	i	i	-3	i	i	i	i	i	-1
54	CCN(c1cccc(C)c1)S(=O)(=O)c1ccc2c(c1)NC(=O)CCS2	i	-7	i	i	-1	i	i	i	i	i	-1
55	O=C(N1CCCCCC1)n1c(Cc2ccccc2)nc2ccccc21	i	-15	i	i	7	i	i	i	i	i	-12
56	Cn1cnnc1SC1c2cccc3cccc(c23)C1NS(=O)(=O)c1ccc(Cl)cc1 (stereo not drawn)	i	-3	i	i	5	i	i	i	i	i	-1
57	O=C(NN=C1CCCCCC1)c1ccncc1	i	-9	i	i	/	i	i	i	i	i	0
58	COc1cccc(NC(=O)COc2coc(CN3CCN(c4ccccc4)CC3)cc2=O)c1	i	-7	i	i	-11	i	i	i	i	i	-4
59	CCOCCCNc1nc2c([nH]1)c(=O)n(C)c(=O)n2C	i	1	i	i	-5	i	i	i	i	i	0
60	O=C(Cn1cc(/C=N/O)c2ccccc21)N1CCOCC1	i	-2	i	i	-6	i	i	i	i	i	1
61	CCCC(=O)Nc1cccc(NC(=O)c2ccc3c(c2)OCO3)c1	i	-1	i	i	-2	i	i	i	i	i	6
62	Cc1ccc(NC(=O)CSc2nnc(C3CC3)n2CC2CCCO2)c(C)c1 (stereo not drawn)	i	3	i	i	-7	i	i	i	i	i	1
63	O=C(Cn1cc2c(n1)CCCC2)NCc1ccccn1	i	-8	i	i	-4	i	i	i	i	i	1
64	CCCN1CCN(C(=O)C2CCCN(c3ncnc4c3nc3n4CCCCC3)C2)CC1 (stereo not drawn)	i	-8	i	i	-3	i	i	i	i	i	4

High-throughput results (PubChem BioAssay)
